hIAP act – human IAP activation; activation factor at 10 µM; purified human IAP, CDP-Star luminescence, 30 min; stronger effect = higher value; 1 = vehicle-only enzyme, 0 = enzyme-free background; 330,000 tested, 0.16% active; P09923;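 active = activation factor of the enzyme at least 2-fold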; note: the source names both 10 and 20 µM as test concentration; values of inactives mirror those of a sister screen read the other way
hIAP block – blocks human intestinal alkaline phosphatase; P09923; purified IAP, CDP-Star luminescence, 30 min; inhibition, % at 10 µM; 330,000 tested, 0.12% active;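 active = inhibition reaching a set limit with compound at 10 µM in the primary screen, cut at about 35% in these data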;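 note: plate controls were DMSO wells with enzyme for no effect and no-enzyme buffer wells for full effect; values of inactives mirror those of a sister screen read the other way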
A3A deaminase – blocks human APOBEC3A ssDNA deamination | AID 493011 | P31941 | recombinant A3A, FAM/TAMRA ssDNA deamination fluorescence | 330,000 tested, 0.41% active | inhibition, % at 20 µM;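 active = at least 40% inhibition at 20 µM here, with at most 30% in a related deaminase screen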;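 note: plate controls were A3A with DMSO for no effect and wells lacking A3A enzyme for full effect; some results filed as inactive read as strong as hits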
Target sequence (P31941 whole entry, looked up): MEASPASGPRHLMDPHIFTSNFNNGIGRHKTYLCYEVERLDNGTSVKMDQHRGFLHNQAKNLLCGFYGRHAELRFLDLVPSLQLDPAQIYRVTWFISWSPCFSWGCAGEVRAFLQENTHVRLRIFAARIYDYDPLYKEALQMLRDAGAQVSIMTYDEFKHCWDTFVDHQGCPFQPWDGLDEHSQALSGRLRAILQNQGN
mIAP block – blocks mouse intestinal alkaline phosphatase | purified mouse IAP, CDP-Star luminescence, 30 min | 330,000 tested, 0.2% active | inhibition, % at 10 µM | AID 2806;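 active = inhibition of at least 40% at 10 µM in the primary screen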;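 note: plate controls were DMSO with enzyme for no effect and no enzyme wells for full effect; values of inactives mirror those of a sister screen read the other way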
mIAP activ – mouse IAP activation; AID 2805; muIAP, CDP-Star luminescence, 30 min; stronger effect = higher value; 1 = vehicle-only enzyme signal, 0 = enzyme-free wells; 330,000 tested, 0.24% active; activation factor at 10 µM;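 active = activation factor of at least 2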; note: the source names both 10 and 20 µM as test concentration; values of inactives mirror those of a sister screen read the other way
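System: Mouse IAP enzyme | Also added: CDP-Star substrate | Dosing: Compounds dispensed in DMSO | Schedule: 30 min enzyme-substrate-compound incubation at room temperature | Technique: Chemiluminescence readout | Control set: DMSO-only wells and no-enzyme negative control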
PfG6PD inh – PfG6PD (Plasmodium falciparum) enzyme inhibition; PfGluPho enzyme, NADPH resazurin-diaphorase fluorescence; inhibition, % at 20 µM; AID 504690; 350,000 tested, 0.78% active;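 active = inhibition reaching at least a set limit at 20 µM in the primary screen, cut at about 59% in these data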;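 note: 0% = DMSO wells with substrate and 100% = DMSO wells lacking glucose-6-phosphate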
ATG4B inhibitor – inhibitors of human ATG4B cysteine protease. Q9Y4P1. ATG4B cleavage of LC3-PLA2, NBD-HPC fluorescence, 1 h. inhibition, % at 8.33 µM. 340,000 tested, 0.51% active. AID 504462; in the data active = inhibition above about 40%
Target sequence (Q9Y4P1 whole entry, looked up): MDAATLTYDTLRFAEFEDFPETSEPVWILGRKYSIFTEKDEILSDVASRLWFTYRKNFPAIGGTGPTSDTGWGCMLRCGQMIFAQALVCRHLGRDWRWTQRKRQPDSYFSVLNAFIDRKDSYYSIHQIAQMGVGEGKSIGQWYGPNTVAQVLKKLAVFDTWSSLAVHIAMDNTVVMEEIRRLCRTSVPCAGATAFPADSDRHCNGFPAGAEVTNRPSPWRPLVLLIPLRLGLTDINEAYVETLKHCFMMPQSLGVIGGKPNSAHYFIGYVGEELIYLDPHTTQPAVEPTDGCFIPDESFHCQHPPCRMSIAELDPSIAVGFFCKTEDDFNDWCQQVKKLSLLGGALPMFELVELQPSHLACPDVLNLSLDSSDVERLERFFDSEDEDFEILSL
HKDC1 inh – blocks human hexokinase HKDC1 activity | Q2TB90 | recombinant HKDC1, G6PDH/diaphorase resazurin coupled fluorescence | inhibition, % at 20 µM | 340,000 tested, 0.16% active | AID 493160;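 active = inhibition above about 35% when tested at 20 µM, limit read from the data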;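 note: plate controls were DMSO wells with enzyme for no effect and DMSO wells lacking enzyme for full effect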
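Test system: HK5 enzyme. Quantity: 5 µg/mL HK5 final. Reagent: glucose and ATP substrates. Schedule: 90 min reaction incubation at room temperature, dark. Technique: resazurin-to-resorufin fluorescence via G6PDH and diaphorase coupling, 525/613 nm. Control set: DMSO wells with and without enzyme mix.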
* hit, by the source's call; · = not tested or not shown. Outcome played no part in choosing rows; 2.4% or so of the library scored in one or more.

Every second line gives: hIAP act, hIAP block, A3A deaminase, mIAP block, mIAP activ, PfG6PD inh, ATG4B inhibitor, HKDC1 inh
Fc1ccc(CN2CCCN(Cc3nc(-c4ccc5c(c4)OCO5)no3)CC2)cc1
→ 1.1, -12, 0, 0, 1, -1, 0, -3
Brc1[nH]nc2ccccc12
→ 1.3, -34, -2, 5, 0.95, 17, -1, -5
COC(=O)Cc1c(C)nc2nc(NCc3cccc([N+](=O)[O-])c3)[nH]n2c1=O
→ 0.81, 19, 2, 10, 0.9, 7, 3, -4
O=C(COC(=O)COc1cc(Cl)c(Cl)cc1Cl)NC1CC1
→ 0.94, 6, 4, 0, 1, 2, 2, -6
Cc1ccc(S(=O)(=O)N2CCCC2)cc1C(=O)N1CCC(C)CC1
→ 0.94, 6, 2, -1, 1, -17, 5, -10
CCC(=O)N1CCN(c2ccc(NC(=O)c3ccc(Br)o3)cc2)CC1
→ 0.9, 10, -4, 10, 0.9, 3, -10, -6
COc1ccc(OC)c(NC(=O)C(=O)NCCC2=CCCCC2)c1
→ 0.93, 7, 19, 6, 0.94, 10, 11, -4
Cc1c(C(=O)N2CCC3(CC2)CC(=O)c2ccccc2O3)cccc1[N+](=O)[O-]
→ 1.1, -10, 8, 8, 0.92, 2, -7, 0
Cc1cc2cc(C#N)c(SCC(=O)Nc3nonc3C)nc2cc1C
→ 1.3, -25, -7, -11, 1.1, -25, 3, -3
CC(C)(O)c1nnn(-c2ccccc2)c1C(F)(F)F
→ 0.88, 12, -2, 3, 0.97, -1, -4, -3
CC(C)(C)NC(=O)COC(=O)c1ccc(NC(=O)CC#N)cc1
→ 0.92, 8, 0, -2, 1, -9, -10, 2
COc1cccc2sc(=NC(=O)CS(=O)(=O)c3ccc(Cl)cc3)n(C)c12
→ 1.2, -18, 2, 0, 0.99, 2, -11, 31
CC(=O)n1c(-c2ccccc2)c(CO)c2ccccc21
→ 0.88, 12, 0, -4, 1, -4, 2, -4
CCc1ccc(NC(=O)CCc2ccc(C)o2)cc1
→ 0.78, 22, -2, -8, 1.1, -4, 3, 2
Cc1c(C(=O)N2CCN(C)CC2)oc2c1C(=O)CC(C)(C)C2
→ 1.1, -11, 0, 0, 1, -6, -1, -6
O=C(COC(=O)c1ccncc1)NC(=O)C1CCCCC1
→ 0.85, 15, 5, -1, 1, 1, 4, -4
Cc1ccccc1C(=O)Nc1ccc2c(c1)CCCN2C(=O)c1cccs1
→ 1.1, -15, -3, -4, 1, 9, -7, 0
O=C(CN1CCc2ccccc21)Nc1ccc2c(c1)OCO2
→ 0.98, 2, 1, -7, 1.1, -8, 2, -2
CCCC(=O)OCC(=O)c1[nH]c(C)c(C(C)=O)c1C
→ 0.94, 6, 4, -2, 1, -4, 12, -4
CCC(C)N1C(=O)c2ccccc2C1C(=O)NC1CCCCCC1 (configuration not stated)
→ 1.1, -12, 0, 1, 0.99, -6, -1, -4
CCN(CC)C(=O)[C@H]1C[C@H](CC(=O)NCCCOC)C(=O)N2CCc3c([nH]c4cc(CCC(=O)N(C)C)ccc34)[C@]12C
→ ·, ·, 1, -5, 1, 10, -9, -1
Cc1cc(NC(=O)NC(=O)c2ccccc2)no1
→ 0.96, 4, -2, 0, 1, -2, 0, 0
CC(C)c1nnc(NC(=O)C2CCN(C(=O)Nc3ccc(Cl)cc3)CC2)s1
→ 0.93, 7, 1, -1, 1, -8, -3, -5
COc1ccccc1NC(=O)NC1(C(=O)N2CCC(C)CC2)CCCCC1
→ 0.98, 2, -3, -8, 1.1, 8, 4, 3
CCN(CC(=O)NC1CCS(=O)(=O)C1)C(=O)C(c1ccccc1)c1ccccc1 (configuration not stated)
→ 1, 0, -2, 3, 0.97, 0, -11, -13
COc1ccccc1NC(=O)CSc1nnc(C2CCCCC2)o1
→ 1, 0, 3, 6, 0.94, 27, -13, 2
COC(=O)[C@@]1(Cc2ccc(OC)cc2)[C@@H]2[C@@H](CC(=O)[C@H]2CC(=O)C(=O)N(C)C)CN1C(=O)c1ccccc1
→ 0.85, 15, 1, 3, 0.97, -1, -7, -5
CCCNC(=O)CC(NS(=O)(=O)c1ccc(Cl)cc1)c1ccco1 (configuration not stated)
→ 1, -3, -2, 4, 0.96, -12, -1, 2
CC1Cc2ccccc2N1C(=S)NC(=O)c1cccc(Br)c1 (configuration not stated)
→ 1, -4, 2, 9, 0.91, -12, 8, -1
COc1ccc(S(=O)(=O)N2CCN(C(=O)CNC(=O)c3ccc4c(c3)OCO4)CC2)cc1
→ 1, -5, -2, 1, 0.99, -4, -4, -3
CCn1c(SCC(=O)Nc2ccccc2C)nc2nc3c(cc2c1=O)COC(C)(C)C3
→ 0.97, 3, -3, 6, 0.94, 0, -9, 2
Cc1ccc(NC(=O)C(=O)N2CCCC2)cc1Cl
→ 0.98, 2, -6, 6, 0.94, 1, -2, -5
CCOc1ccc(Br)cc1/C=N/NC(=O)c1ccncc1
→ 0.9, 10, -4, 1, 0.99, 52, -4, -5
COc1cccc(/C(C)=N/NC(=O)c2ccc(N(C)C)cc2)c1
→ 1, -2, 2, -6, 1.1, -12, 1, 1
COC(=O)C1=C(C)N(Cc2ccccc2)C(=NCc2ccccc2)N[C@H]1c1cccc(C(F)(F)F)c1
→ 1, -4, 19, -22, 1.2, 23, -6, 1
COc1ccc(-c2c(=O)n(OCc3ccccc3[N+](=O)[O-])c3ccccc3[n+]2[O-])c(OC)c1
→ 0.89, 11, -1, -1, 1, 1, -5, -2
CCOC(=O)C(C)Sc1nnc(Cc2cc(=O)[nH]c(=O)[nH]2)n1-c1cccc(OC)c1 (configuration not stated)
→ 1.1, -7, 0, -4, 1, -5, -4, -4
Cc1cccc(Oc2coc3cc(OC(=O)c4cncc(Br)c4)ccc3c2=O)c1
→ 0.98, 2, 2, 3, 0.97, -9, -2, -8
N=C1C(c2nc3ccccc3c(=O)[nH]2)=C(O)CN1CCO
→ 1.2, -18, 0, 2, 0.98, -4, -10, -2
CN(C)/C=N/C(=S)Nc1ccc(Cl)cc1Cl
→ 0.97, 2, -7, 6, 0.94, -3, -9, 4
COc1ccc(N(CC(=O)NCCSc2ccccn2)S(C)(=O)=O)cc1Cl
→ 1, 0, -2, 4, 0.96, -18, 3, -4
N#Cc1c(Cl)cccc1N1CCCC1
→ 1, -2, -4, 4, 0.96, 8, 6, 0
COc1ccc(C(=O)NC2CCN(CC(=O)N3CCCCC3)CC2)cc1
→ 1.2, -15, 41*, -1, 1, 14, -14, -7
CC(C)(C)c1ccc(/C=N/NC(=S)NCc2ccccc2)cc1
→ 0.9, 10, 0, 8, 0.92, -7, 3, -3
Cc1cc(Cl)ccc1NNC(=O)c1cccs1
→ 1.1, -10, -1, 8, 0.92, 13, 4, 1
O=C(CCCn1c(=O)oc2ccccc21)N1CCc2ccccc2C1
→ 1.1, -14, -4, 5, 0.95, 10, -10, 6
COc1ccc(CC(=O)NCCc2ccc(Cl)cc2Cl)cc1
→ 1.2, -17, -4, -22, 1.2, -15, 3, -4
Cc1[nH]c2ccccc2c1C(=O)COC(=O)C1CCC(=O)N1 (configuration not stated)
→ 1, -3, -4, -5, 1.1, -3, 0, -3
O=C(CN1CCC(n2nnc3cc(F)ccc32)CC1)NCc1ccco1
→ 1.1, -10, 6, 3, 0.97, 5, -16, 5
CN(CC(=O)Nn1cnnc1)S(=O)(=O)c1cc(Cl)ccc1Cl
→ 0.94, 6, -2, 9, 0.91, -5, 2, -15

One compound at a time, as listed above.
`COc1ccc(N(CC(=O)NCCSc2ccccn2)S(C)(=O)=O)cc1Cl` is entered as hIAP act: 1; hIAP block: 0; A3A deaminase: -2; mIAP block: 4; mIAP activ: 0.96; PfG6PD inh: -18; ATG4B inhibitor: 3; HKDC1 inh: -4
`O=C(CCCn1c(=O)oc2ccccc21)N1CCc2ccccc2C1` is entered as hIAP act: 1.1; hIAP block: -14; A3A deaminase: -4; mIAP block: 5; mIAP activ: 0.95; PfG6PD inh: 10; ATG4B inhibitor: -10; HKDC1 inh: 6

Going on with the list.
Every second line gives: hIAP act, hIAP block, A3A deaminase, mIAP block, mIAP activ, PfG6PD inh, ATG4B inhibitor, HKDC1 inh
COc1ccc(NC(=O)c2cc(C)no2)cc1OC
→ 1.1, -6, -2, 3, 0.97, -3, 12, -3
CCOC(=O)C1=C(COC(=O)c2cc(Br)c(Br)s2)NC(=O)NC1C (configuration not stated)
→ 1.1, -5, -3, -2, 1, 1, 13, 3
CS(=O)(=O)c1cccc(-c2nnc(NC(=O)CCS(=O)(=O)c3ccccc3)o2)c1
→ 1, -4, 0, -7, 1.1, -8, -10, -5
COc1ccc(Cl)cc1NC(=O)C1CCCO1 (configuration not stated)
→ 0.91, 10, 0, -2, 1, 24, -2, -2
COc1ccc(C(=O)NNC2=NC(C)(C)Cc3cc(C)c(C)cc32)cc1
→ 1.3, -27, -2, 9, 0.91, 13, -9, -3
O=C1c2ccccc2NC(c2ccncc2)N1c1ccccn1 (configuration not stated)
→ 1, -3, -3, -7, 1.1, 4, -10, -4
CCN(CC)S(=O)(=O)c1ccc(-c2nnc(SC)o2)cc1
→ 0.96, 4, 0, -2, 1, -4, -3, -8
COc1ccc(Nc2c3c(nc4c(-c5ccccc5)c(C)nn24)CCC3)cc1
→ 1.3, -27, -1, 6, 0.94, -19, 6, -5
C[C@@]12C(=O)Nc3ccc(F)cc3C(=O)N1[C@H]1c3ccccc3OC[C@@H]1[C@@H]2c1ccccc1
→ 0.92, 8, -3, -5, 1, -33, 5, -1
Cc1cccc2c(Cl)cc(=O)[nH]c12
→ 1.1, -6, -1, 4, 0.96, ·, ·, ·
CC(Oc1ccc(Cl)cc1)C(=O)NNC(=S)NC(=O)c1ccco1 (configuration not stated)
→ 1.7, -69, -6, 11, 0.89, -25, 29, -12
COc1cccc(CN2CCN(C(=O)c3ccco3)CC2)c1OC
→ 1, -2, -2, 7, 0.93, -4, 1, -4
COc1cccc(OCc2nc(-c3ccc(Br)o3)no2)c1
→ 0.96, 4, -5, -9, 1.1, -8, 12, -7
O=C(Cn1cc(CCO)nn1)N1CCNCC1
→ 1, -3, -2, 2, 0.98, 3, 5, -1
NC(=O)NC(=O)COC(=O)c1sc2ccccc2c1Cl
→ 1.1, -7, 2, 5, 0.95, -8, 5, -2
COc1ccc(Br)cc1CN(C)CC(=O)NCCc1ccc(S(N)(=O)=O)cc1
→ 0.96, 4, 2, -4, 1, -5, 3, -5
CC(C)N(Cc1nc(-c2ccccc2)no1)C(=O)c1ccc2c(c1)OCO2
→ 0.95, 5, 1, 1, 0.99, 3, 5, -6
CCOc1ccc(N2CC(C(=O)NCCCc3ccccc3)CC2=O)cc1 (configuration not stated)
→ 1.1, -12, 4, -7, 1.1, 0, 1, -1
CC(Sc1nc(-c2ccccc2)cs1)C(=O)Nc1ccc(Cl)cn1 (configuration not stated)
→ 0.86, 14, 1, 12, 0.88, 0, 2, -2
Cc1nn(CC(=O)NC2CCS(=O)(=O)C2)c(C)c1[N+](=O)[O-] (configuration not stated)
→ 0.94, 6, -1, -8, 1.1, -2, 1, 1
CCOc1ccc(NC(=O)N2CCC(C(=O)c3ccc(F)cc3)CC2)cc1
→ 1.2, -21, -5, 4, 0.96, 4, -17, 4
CN(C)C(=O)CSc1nnc(Cc2ccccc2)n1Cc1ccco1
→ 0.99, 1, 2, 5, 0.95, 0, -7, -2
CCc1ccc(C(C(=O)NCc2ccccc2)N(C(=O)c2csnn2)C2CC2)cc1 (configuration not stated)
→ 0.95, 5, -1, 1, 0.99, -3, 2, -3
CCC(C)(C)C1CCc2[nH]nc(C(=O)NCCCNC(=O)OC(C)(C)C)c2C1 (configuration not stated)
→ 1.3, -33, -4, -27, 1.3, 17, -15, -2

Assay outcomes: PubChem, Sanford-Burnham Center for Chemical Genomics
